Source: PubChem BioAssay
hDAT+cocaine – changed human dopamine transporter uptake under cocaine IC80; B-score at 10 µM; AID 449768; actives 1.3% (n = 110,000); LLC-PK1 hDAT cells, [14C]-dopamine uptake with cocaine IC80; actives deviate in either direction;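 active means Z score or B-score, a plate-position-corrected score, falls beyond the plate's 99.7% confidence bounds, in either direction; inactive means both scores lie inside the 99.7% bounds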;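 further: scored against the spread of the other compound wells on the same plate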
Plk1 PBD FP – inhibitors of human Plk1 polo box domain binding; P53350; actives 0.13% (n = 97,000); Plk1 PBD phosphopeptide binding, fluorescence polarization; inhibition, %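 (tested at about 20 µM)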; in the data active means inhibition above about 34%, passing the limit was not always enough
sEH inhibitor – soluble epoxide hydrolase (human) inhibition. P34913. recombinant human sEH enzymatic activity assay. inhibition, % at 2 µM. actives 0.34% (n = 91,000). AID 707; in the data active means inhibition above about 80%; further: values of inactives mirror those of a sister screen read the other way; many of its hits are not listed in these tables
Target sequence (P34913 whole entry, looked up): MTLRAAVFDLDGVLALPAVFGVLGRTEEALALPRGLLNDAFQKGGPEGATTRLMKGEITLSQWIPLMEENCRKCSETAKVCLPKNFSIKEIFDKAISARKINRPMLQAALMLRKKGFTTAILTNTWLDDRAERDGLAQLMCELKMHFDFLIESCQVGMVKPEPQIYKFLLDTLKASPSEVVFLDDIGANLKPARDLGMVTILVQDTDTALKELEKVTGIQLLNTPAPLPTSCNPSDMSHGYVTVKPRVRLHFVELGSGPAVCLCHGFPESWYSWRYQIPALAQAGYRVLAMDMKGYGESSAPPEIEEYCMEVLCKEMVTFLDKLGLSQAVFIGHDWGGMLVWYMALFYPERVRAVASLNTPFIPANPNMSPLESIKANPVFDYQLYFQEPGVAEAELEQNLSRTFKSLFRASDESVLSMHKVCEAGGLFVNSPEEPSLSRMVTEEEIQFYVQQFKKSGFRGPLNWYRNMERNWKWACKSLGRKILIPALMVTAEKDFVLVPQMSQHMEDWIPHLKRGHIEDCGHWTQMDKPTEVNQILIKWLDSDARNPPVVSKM
PLK1 kinase inh – PLK1 (human) kinase inhibition; P53350; recombinant PLK1 kinase, TR-FRET peptide phosphorylation; inhibition, % at 10 µM; actives 0.53% (n = 97,000);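 active means inhibition of 50% or more in the single-concentration screen; inactive means inhibition below 50%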;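 further: 0% = DMSO max control and 100% = H-89 dihydrochloride min control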
cytoskel mod – alters cytoskeleton assembly in HUVEC cells. actives 0.18% (n = 91,000). HUVEC TNFa F-actin phalloidin imaging, high content. inhibition, % at 2 µM;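 active means inhibition above the batch mean plus 3 SD and confirmed as a hit by visual image inspection, cut at about 30% in these data, passing the limit was not always enough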; further: strong numbers were not always called active
E coli WT exp – growth inhibitors of E. coli BW25113 wild type | growth inhibition, % at 100 µM | OD600 absorbance | actives 0.15% (n = 98,000);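 active means growth inhibition above about 50% at one test dose, limit read from the data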;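 further: growth measured after 20 h incubation at 37 °C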
VCAM1 TNFa inh – reduces TNF alpha induced VCAM1 expression in HUVEC | HUVEC TNFa-induced VCAM-1 immunofluorescence, high-content imaging | inhibition, % at 2 µM | actives 0.48% (n = 95,000);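 active means inhibition above the batch mean plus 3 SD, with images confirmed as a hit by eye, cut at about 37% in these data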;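 further: 0% = TNF-stimulated DMSO wells and 100% = unstimulated control wells; not every result past the cut was called active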
IL1B cytotox – toxic to HUVEC cells under IL-1B stimulation. actives 0.41% (n = 94,000). AID 845. cell count reduction, % at 2 µM. HUVEC cell count loss, Hoechst imaging, IL-1B stimulated;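 active means cell count reduction more than 3 SD above the screen-wide mean, cut at about 70% in these data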;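 further: normalized per plate to untreated control cells as the no-loss baseline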
HUVEC tox TNFa – toxic to HUVEC cells under TNF alpha stimulation | HUVEC TNFalpha-stimulated, Hoechst cell count, imaging | cell count reduction, % at 2 µM | actives 0.17% (n = 93,000) | AID 848;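 active means cell count reduction exceeding the screen mean by over 5 SD, scaled to untreated wells per plate, cut at about 78% in these data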;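 further: cells counted after 24 h of TNF alpha exposure following the 1 h pretreatment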
The depositor's hits bear a star; x = not tested or not shown.

SMILES | hDAT+cocaine | Plk1 PBD FP | sEH inhibitor | PLK1 kinase inh | cytoskel mod | E coli WT exp | VCAM1 TNFa inh | IL1B cytotox | HUVEC tox TNFa
COc1ccc(Oc2coc3c(CN(C)C)c(O)ccc3c2=O)cc1 | -0.86 | 10.8 | -7.8 | -7.5 | -21.5 | 5.0 | -0.9 | -11.1 | -14.8
CCNC(=S)NNC(=O)c1csc2c1CCCC2 | 0.02 | -2.4 | 12.3 | -9.3 | 8.8 | 0.0 | 0.2 | -21.2 | 0.3
O=c1c2ccccc2nnn1CSc1nnc(Nc2ccccc2)s1 | -0.6 | 24.1 | 15.6 | -4.4 | -14.1 | -14.0 | 50.2 | 4.8 | 60.2
Cc1cc(C(=O)CSc2nnnn2C)c(C)n1CCc1ccc(Cl)cc1 | -1.17 | 4.2 | 5.2 | -11.5 | -5.6 | -2.0 | 3.2 | -33.3 | -21.8
COc1cccc(C2/C(=C(\O)c3ccc4c(c3)OCCO4)C(=O)C(=O)N2CCN(C)C)c1 (stereo unspecified) | x | -15.6 | -3.0 | -7.2 | 8.3 | -1.0 | 26.4 | -58.6 | -23.1
COc1ccc2cc3cc(C(=O)Nc4cc(OC)c(OC)c(OC)c4)oc3nc2c1 | 0.0982 | 5.0 | 8.9 | 2.2 | -14.1 | -5.0 | 35.8 | -12.2 | 5.4
CCN1CCc2c(C#N)c(N3CCOCC3)nc(NCCO)c2C1 | -0.159 | -3.5 | -8.0 | -4.7 | -11.4 | -7.0 | -9.4 | -34.0 | -42.5
O=C1NCCN/C1=C\C(=O)c1ccccc1 | -0.941 | 6.2 | -14.9 | -10.9 | 15.7 | 3.0 | -5.6 | 19.9 | -18.5
Cc1nc2c(C(=O)NCCc3ccccc3)c[nH]n2c(=O)c1Cl | 0.05 | 1.6 | -1.8 | -4.9 | -3.7 | -2.0 | 3.5 | 0.3 | -19.4
COc1ccc2[nH]cc(C(=O)CN3CCN(C4CCCCC4)CC3)c2c1 | -0.514 | 13.7 | -21.6 | -19.2 | -2.6 | 1.0 | -6.4 | 8.8 | 16.8
CCOC(=O)c1c(NC(=O)c2cccnc2)sc(C)c1C | -0.267 | -15.8 | 1.6 | -0.7 | -21.7 | 10.0 | -9.0 | 0.6 | -1.4
CC1(C)Cc2c(sc3nc(-c4cc5ccccc5o4)n(N)c(=O)c23)CO1 | -1.04 | 1.6 | -11.2 | 2.0 | 9.4 | -6.0 | 0.1 | 9.5 | -2.6
CC(NS(=O)(=O)c1ccccc1)C1COc2ccccc2O1 (stereo unspecified) | -1.22 | -33.0 | 3.2 | -9.2 | -19.9 | 7.0 | -21.5 | 11.3 | -7.9
Cc1ccc(-n2nc3ccc(NC(=O)c4ccco4)cc3n2)cc1 | 0.0248 | 10.6 | 7.0 | -8.3 | -17.0 | -12.0 | 11.5 | 6.8 | -2.9
Cc1nc(NC(C)c2ccccc2)c2oc3ccccc3c2n1 (stereo unspecified) | 0.77 | 24.2 | -12.2 | -5.4 | -8.3 | 5.0 | -14.2 | 1.6 | -20.0
CCN1CCN(C(=O)c2cnn3c(C(F)F)cc(-c4ccc(C)cc4)nc23)CC1 | -0.0137 | -8.6 | 6.8 | -16.9 | -4.5 | 5.0 | 15.3 | 16.6 | -11.7
CCCc1nnc(NC(=O)CCC(=O)N2CCCCCC2)s1 | 0.415 | -9.4 | -1.4 | 2.1 | 9.2 | 3.0 | 6.7 | -22.5 | -2.6
O=c1[nH]cc(COCc2ccccc2)c(=O)[nH]1 | -0.00793 | 45.9* | 5.8 | -7.1 | 7.6 | 3.0 | 4.7 | 4.2 | -11.0
Cc1ccc(NC(=S)N2CCN(C(=O)C3CCCO3)CC2)c(C)c1 (stereo unspecified) | -0.57 | -17.4 | -8.5 | -18.1 | x | -2.0 | 8.2 | -4.3 | -2.7
COc1cc(-c2nc(S(=O)(=O)c3ccc(Cl)cc3)c(N3CCOCC3)o2)cc(OC)c1OC | 0.181 | 1.4 | -14.7 | -18.2 | 0.6 | -6.0 | 8.3 | -13.5 | 3.9
CCCN(CCC)c1nc2ccccc2nc1C(C#N)C(=O)OC(C)COC (stereo unspecified) | -0.153 | -9.2 | 0.0 | -11.9 | -20.5 | -16.0 | 52.2 | 7.1 | 40.0
CCOC(=O)c1cnc(Nc2nc3ccccc3o2)nc1CSc1ncccn1 | 0.433 | -21.6 | -11.4 | -7.9 | 1.3 | x | 0.0 | -114.1 | -1.1
Cc1cc(C)n(CCc2nc(-c3ccco3)cs2)n1 | 0.00313 | -10.2 | -10.9 | -10.5 | 4.0 | 0.0 | -4.8 | 6.0 | -11.5
C=CCn1c(O)c(C=Nc2ccc(Cc3ccncc3)cc2)c(=O)[nH]c1=S | 1.01 | -21.9 | -1.8 | -8.8 | -1.6 | 5.0 | -18.5 | 18.5 | -4.5
CCn1c(SCC(=O)c2cccs2)nnc1-c1cccs1 | 0.452 | -3.6 | 6.7 | -5.0 | -3.3 | 4.0 | -10.4 | -1.8 | -29.6

5 entries from above, as tab-separated lines.
Molecule	hDAT+cocaine	Plk1 PBD FP	sEH inhibitor	PLK1 kinase inh	cytoskel mod	E coli WT exp	VCAM1 TNFa inh	IL1B cytotox	HUVEC tox TNFa
CCNC(=S)NNC(=O)c1csc2c1CCCC2	0.02	-2.4	12.3	-9.3	8.8	0.0	0.2	-21.2	0.3
O=c1c2ccccc2nnn1CSc1nnc(Nc2ccccc2)s1	-0.6	24.1	15.6	-4.4	-14.1	-14.0	50.2	4.8	60.2
Cc1cc(C(=O)CSc2nnnn2C)c(C)n1CCc1ccc(Cl)cc1	-1.17	4.2	5.2	-11.5	-5.6	-2.0	3.2	-33.3	-21.8
COc1cccc(C2/C(=C(\O)c3ccc4c(c3)OCCO4)C(=O)C(=O)N2CCN(C)C)c1 (stereo unspecified)	x	-15.6	-3.0	-7.2	8.3	-1.0	26.4	-58.6	-23.1
COc1ccc2cc3cc(C(=O)Nc4cc(OC)c(OC)c(OC)c4)oc3nc2c1	0.0982	5.0	8.9	2.2	-14.1	-5.0	35.8	-12.2	5.4

(list continues)
SMILES | hDAT+cocaine | Plk1 PBD FP | sEH inhibitor | PLK1 kinase inh | cytoskel mod | E coli WT exp | VCAM1 TNFa inh | IL1B cytotox | HUVEC tox TNFa
O=C(O)c1ccc(CSCc2c(F)cccc2Cl)o1 | -2.03 | -2.2 | -4.6 | -15.6 | 15.8 | -1.0 | 4.8 | 9.3 | 6.8
CCOC(=O)c1nnsc1NC(C)=O | -0.631 | 1.8 | 6.3 | -13.1 | -6.9 | 1.0 | 2.6 | 6.7 | 5.1
CCOC(=O)C1CCCN(C(=O)c2cc(-c3ccccc3)on2)C1 (stereo unspecified) | 0.772 | -9.4 | 9.6 | 4.0 | -9.6 | 3.0 | 15.9 | -29.1 | -18.0
Cc1ccc(S(=O)(=O)CC(C)N2CCN(C3CCCCC3)CC2)cc1 (stereo unspecified) | -0.534 | -9.3 | -1.4 | -11.9 | -7.3 | x | -1.0 | -21.5 | -15.8
CC1(C)CC(=O)c2cnc(N)nc2C1 | 0.471 | -23.2 | -17.6 | -3.6 | 17.1 | 2.0 | -4.1 | -3.0 | -5.1
CN(C)S(=O)(=O)N(CC(=O)Nc1ccccc1)c1ccccc1 | -0.482 | -10.6 | -3.8 | -6.5 | -5.7 | x | -8.6 | -25.7 | -17.8
COC(=O)c1cc(NC(=O)CN2CCOCC2)cc(C(=O)OC)c1 | -0.577 | -5.4 | x | 10.5 | -8.0 | -7.0 | -3.0 | -10.7 | -11.2
CC(=O)C1=C(C)Nc2ncnn2C1c1ccc(Cl)cc1Cl (stereo unspecified) | -1.1 | -10.6 | -3.0 | -2.7 | -8.0 | -10.0 | -1.6 | 3.8 | -10.5
CC1=C(C(=O)O)N2C(=O)C(NC(=O)c3nn(C)cc3Cl)C2SC1 (stereo unspecified) | -0.302 | -14.3 | -5.6 | -2.2 | 6.2 | -7.0 | 9.6 | -18.9 | -21.6
COc1ccc(C2(C(=O)Nc3cc(C)on3)CCOCC2)cc1 | 0.292 | -12.1 | -5.5 | -6.2 | 3.0 | -5.0 | 4.6 | 45.8 | -4.6
CCOc1ccccc1OCC(=O)Nc1ccc(S(=O)(=O)Nc2ncccn2)cc1 | 1.58 | -11.3 | 6.5 | -12.0 | 13.4 | x | -15.8 | -42.7 | -26.9
COc1ccccc1-c1ccc(=O)n(CC(=O)NC(C)(C)C)n1 | 0.403 | -34.7 | 5.3 | 7.5 | -8.2 | -5.0 | 12.4 | -12.3 | -10.7
NC(=O)CSc1oc(-c2cccs2)nc1S(=O)(=O)c1ccccc1 | 0.698 | -7.0 | -13.2 | -7.6 | -6.7 | -8.0 | 13.1 | 72.9* | -1.2
COc1ccc(N2CCN(C(c3cc4ccc(C)cc4[nH]c3=O)c3nnnn3C3CCCC3)CC2)cc1 (stereo unspecified) | 1.42 | -25.4 | -0.8 | -9.5 | 7.7 | -10.0 | -4.6 | -2.2 | -11.6
c1ccc(CNc2nc3ccccc3n2CCN2CCOCC2)nc1 | -1.32 | -28.5 | 8.7 | 1.8 | 4.4 | 10.0 | 7.5 | -1.9 | -1.6
Cc1c(Cl)c(C(F)(F)F)nn1CC(=O)N1CCSCC1 | 0.801 | 9.0 | -11.0 | -10.2 | -5.6 | 5.0 | -1.1 | -27.7 | 7.9
CCn1ncc(Br)c1C(=O)Nc1ccc(Cl)cn1 | -0.00694 | 20.7 | -4.9 | -8.4 | 5.3 | -7.0 | 9.1 | -17.3 | -5.7
CCOC(=O)CCC(NC(=O)c1ccc(NCN2C(=O)c3ccccc3C2=O)cc1)C(=O)OCC (stereo unspecified) | -0.221 | 6.7 | 3.8 | -12.7 | -2.5 | -10.0 | 2.5 | -35.7 | -37.2
COC1CCCCC1Nc1ccc(C)c(C)c1 (stereo unspecified) | 0.323 | 6.7 | 10.3 | 0.7 | -0.5 | x | 2.0 | -0.5 | 5.7
NS(=O)(=O)c1ccc(NCc2c(F)cccc2Cl)cc1 | 0.252 | 0.8 | -0.1 | -8.7 | -11.0 | 3.0 | -0.1 | 10.5 | 1.9
COc1ccc(C(=O)NCC(=O)OCC(=O)Nc2c(C)n(C)n(-c3ccccc3)c2=O)cc1 | -0.224 | 0.0 | -8.5 | -4.1 | 10.0 | -5.0 | 21.3 | 5.7 | 9.5
O=C(O)[C@H]1CCCC[C@H]1C(=O)Nc1ccc(Nc2ccccc2)cc1 | 0.461 | -9.6 | 5.9 | -15.8 | 3.5 | x | 13.8 | -175.0 | -0.8
O=C(NCc1cccnc1)c1cccc(C(F)(F)F)c1 | -0.645 | -6.9 | 6.7 | -3.5 | -2.8 | 15.0 | 7.6 | -44.6 | -10.8
Cc1ccc(C(=O)Nc2ccon2)cc1S(=O)(=O)N1CCCC1 | -0.203 | -2.3 | 5.4 | -36.8 | 2.3 | 7.0 | 14.1 | -85.1 | -32.2
Nc1ccc(Cc2ccc(N)c(C(=O)O)c2)cc1C(=O)O | -0.0664 | -16.8 | -4.2 | -7.0 | 15.4 | 1.0 | -9.9 | 7.0 | -8.6
COC(=O)c1n[nH]c2ccccc12 | 0.839 | -2.7 | x | -16.1 | 8.2 | 9.0 | 21.9 | x | -15.2
CCCc1cc(=O)[nH]c(SCC(=O)N(CC)Cc2ccccc2)n1 | 0.211 | 0.0 | -7.2 | -7.2 | 5.3 | 2.0 | -21.4 | -18.4 | -31.5
Cc1ccccc1C1CC(c2ccc(Br)cc2)Nc2nc(N)nn21 (stereo unspecified) | -0.0871 | 0.1 | 1.9 | -3.3 | 6.2 | 14.0 | 9.5 | -6.5 | -20.9
CC12CN3CC(C)(CN(C1)C3c1ccc3ccccc3c1O)C2=O (stereo unspecified) | 0.32 | 4.2 | -26.2 | -12.7 | -14.3 | 5.0 | -1.0 | 10.1 | -8.3
N#Cc1c(NC(=O)c2ccc(Cn3cc(Br)cn3)o2)sc2c1CCCCCC2 | -0.324 | 7.1 | 13.6 | -17.1 | -11.5 | -16.0 | 22.6 | 17.3 | -12.3
